NIH3T3 tox: kills NIH 3T3 cells; NIH 3T3 viability, CellTiter-Glo ATP luminescence, 48-72 h; Potency, µM (series often up to 96.7 µM), for inactives: top-dose activity change, negative = cytotoxicity, actives largely listed as inhibitors; actives 4.3% (n = 94,000); note: potency is the fitted concentration of half-maximal effect; nearly all actives have a fitted effect of over 55% in size
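Cells were seeded at 400 per well, treated with pin-transferred compound, and kept 48 or 72 hr at 37 °C before CellTiter-Glo addition and luminescence imaging of cellular ATP.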
HEK293 tox: kills HEK 293 cells; HEK 293 viability, ATP luminescence (CellTiter-Glo), 48-72 h; Potency, µM (series often up to 115 µM), inactives show at the top dose activity change, negative = cytotoxicity, actives largely listed as inhibitors; actives 6.6% (n = 94,000); note: potency is the fitted concentration of half-maximal effect; nearly all actives have a fitted effect of over 60% in size
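ATP-coupled CellTiter-Glo luminescence served as viability read-out, recorded 10 min after reagent addition at room temperature. HEK 293 cells, 250 cells/well, had been incubated with pintool-transferred compound for 48 or 72 hr at 37 degree Celsius.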
IP6K1 inhibitor: IP6K1 kinase inhibition | AID 1645851 | IP6K1 kinase, ADP-Glo luminescence, 2 h; stronger effect = lower value | activity change, % (series mostly up to about 58 µM) | Q92551 | actives 0.81% (n = 140,000); in the data active = activity change below about -25%
Target sequence (Q92551 whole entry, looked up): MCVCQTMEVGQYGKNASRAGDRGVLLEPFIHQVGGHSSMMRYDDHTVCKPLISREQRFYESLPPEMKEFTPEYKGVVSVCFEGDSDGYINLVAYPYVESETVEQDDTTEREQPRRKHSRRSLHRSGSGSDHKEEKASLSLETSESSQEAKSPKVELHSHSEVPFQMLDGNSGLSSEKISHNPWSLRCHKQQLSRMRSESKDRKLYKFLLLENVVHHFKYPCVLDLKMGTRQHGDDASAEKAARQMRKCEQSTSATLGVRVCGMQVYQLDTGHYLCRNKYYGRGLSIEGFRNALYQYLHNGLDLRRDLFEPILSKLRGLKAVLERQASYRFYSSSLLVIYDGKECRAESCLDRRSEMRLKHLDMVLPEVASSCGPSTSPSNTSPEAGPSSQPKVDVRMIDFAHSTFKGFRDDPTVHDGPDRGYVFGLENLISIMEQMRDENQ
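ADP-Glo luminescence measures ADP made by human IP6K1 during a 2 h RT reaction with ATP/IP6 (mix at 1.3 mM/130 uM); top library doses 57.5 and 19.1 uM final.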
GPT2 inh: GPT2 alanine aminotransferase inhibition; Q8TD30; Recombinant GPT2, coupled pyruvate oxidase/HRP Amplex Red fluorescence; Potency, µM (highest dose often 57.7 µM), inactives show at the top dose activity change, negative = inhibition, usual class: inhibitors; actives 0.25% (n = 100,000); note: potency is the fitted concentration of half-maximal effect; nearly all actives have a fitted effect of over 60% in size; many of its hits are not listed in these tables
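Fluorescence read-out: pyruvate from GPT2 turnover coupled to pyruvate oxidase, HRP and Amplex Red (0.2mM ThPP, 0.2U/mL PO and HRP, 50uM Amplex final). Substrates 250uM a-KG, 2mM L-alanine; enzyme 10ng/uL; 30 min RT.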
HEK293 viab: cell viability loss counter-screen | HEK-293-SNCA-luc viability, GF-AFC fluorescence, 24 h | Potency, µM (highest dose often 57.1 µM), without a hit: at the top dose activity change, negative = cytotoxicity, actives largely listed as cytotoxic | actives 0.12% (n = 150,000) | AID 1671193;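 note: potency is the fitted concentration of half-maximal effect; 0% = DMSO-treated cells and -100% = medium-only wells without cells; nearly all actives have a fitted effect of over 30% in size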
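Cytotoxicity counterscreen: after 24 h compound treatment of genome-edited SNCA-luciferase HEK-293 cells, live-cell protease substrate GF-AFC read by fluorescence after 30 min; activity scaled between DMSO (0%) and medium-only (-100%), curves Hill-fitted.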
FLuc inh: Photinus pyralis luciferase inhibition. purified P. pyralis luciferase, luminescence, biochemical. Potency, µM (highest dose often 115 µM), without a hit: at the highest dose activity change, negative = inhibition, actives largely listed as inhibitors. actives 2.5% (n = 76,000); note: potency is the fitted concentration of half-maximal effect; nearly all actives have a fitted effect of over 65% in size
Target sequence (P08659 whole entry, looked up): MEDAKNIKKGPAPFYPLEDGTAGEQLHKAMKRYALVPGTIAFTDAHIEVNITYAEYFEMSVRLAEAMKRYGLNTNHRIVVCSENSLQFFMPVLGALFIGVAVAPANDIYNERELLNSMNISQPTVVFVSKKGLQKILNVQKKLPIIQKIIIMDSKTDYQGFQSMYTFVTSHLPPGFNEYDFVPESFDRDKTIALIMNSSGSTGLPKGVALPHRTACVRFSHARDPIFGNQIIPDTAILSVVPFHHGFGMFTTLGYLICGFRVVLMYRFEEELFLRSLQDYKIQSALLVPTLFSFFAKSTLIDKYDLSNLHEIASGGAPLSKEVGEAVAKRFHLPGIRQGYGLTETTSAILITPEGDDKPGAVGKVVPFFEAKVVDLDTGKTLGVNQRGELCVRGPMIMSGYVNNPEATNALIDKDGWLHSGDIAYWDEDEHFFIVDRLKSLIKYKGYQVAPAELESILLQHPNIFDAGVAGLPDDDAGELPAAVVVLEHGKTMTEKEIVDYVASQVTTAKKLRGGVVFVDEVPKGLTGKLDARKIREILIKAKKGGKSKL
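FLuc 10nM, D-luciferin 10uM, ATP 10uM, Mg acetate 10mM, Tris acetate pH 7.5, Tween/BSA; cpd qHTS; enzyme added last; CCD luminescence.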
SNCA expr inh: SNCA gene expression inhibition; HEK-293 SNCA-luciferase knock-in, luminescence, 24 h; actives 0.17% (n = 140,000); Potency, µM (doses to about 57.2 µM), for inactives: at the top dose activity change, negative = inhibition, hits mostly inhibitors;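 note: potency is the fitted concentration of half-maximal effect; plate controls were DMSO cells for no effect and cell-free wells for full effect; nearly all actives have a fitted effect of over 45% in size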
Starred values were filed as active, the others as inactive; i = inactive; ? = inconclusive; · = no result given; & = joins results of further samples; [ ] = another dose, or the depositor's remark. Unless noted, calls come from the whole dose curve; as a rule, active = well fitted curve in the direction sought with a large enough effect; inconclusive = small, poorly fitted or top-dose-only effect, or another doubt; inactive = no such curve, though single readings can be large; an effect the other way counts as inactive or inconclusive. Unless noted, % is set by controls: 0 for no effect and ±100 for the full control effect. An excerpt; count on the stated rates, not on these rows.

Assay codes – A = NIH3T3 tox; B = HEK293 tox; C = IP6K1 inhibitor; D = GPT2 inh; E = HEK293 viab; F = FLuc inh; G = SNCA expr inh
CCC(C(=O)OCc1cc(=O)n2nc(C)sc2n1)c1ccccc1 (stereo not drawn)
  A: ·	B: ·	C: -7	D: ·	E: -4%	F: ·	G: 8%

c1ccc(-c2nnc3n2CCN(CC2CCCCC2)C3)cc1
  A: -25%&-22%[138 µM]	B: ?	C: -3&16	D: 1%[88.5 µM]	E: -6%&-3%[87.6 µM]	F: -1%[172 µM]	G: 11%&10%[87.6 µM]

CCCNC(=O)C1N(C(C)C)C(=O)C12CCCC2 (stereo not drawn)
  A: -4%	B: i	C: 7	D: -4%	E: 7%	F: -1%	G: 34%[activator]

CN1CCCN(C(c2ccccc2)c2ccc(Cl)cc2)CC1 (stereo not drawn)
  A: ·	B: ·	C: 2	D: i	E: 2%[23.9 µM]	F: ·	G: -49%[25.6 µM]

COc1ccc(-c2cn3cc(C(=O)NCc4ccccn4)nc3s2)cc1
  A: ?	B: ?	C: -3	D: -1%	E: -4%	F: ·	G: -11%

Cc1nnnn1CCC(=O)N[C@@H]1COCC[C@@H]1OCc1cscn1
  A: -14%	B: -6%	C: -3	D: -9%	E: 8%	F: 0%	G: -18%

COc1ccc(-c2cc(-c3ccc4cn[nH]c4c3)cn3cncc23)cn1
  A: 45µM*	B: ?	C: -8	D: -9%[88.5 µM]	E: -7%[87.6 µM]	F: ?	G: ?

COCCCN1C(=O)CC[C@H]2CN(C(=O)c3ccc(CN)cc3)CC[C@H]21
  A: -5%	B: -21%	C: 1	D: i	E: 0%	F: 12%	G: -18%

O=C(N[C@@H]1CCC[C@@H]1C(=O)N1CCN(c2cccc(Cl)c2)CC1)c1ccncc1
  A: ?	B: ?	C: 29	D: -16%	E: 1%	F: 0%	G: 1%

c1ccc2c(CN3CCn4c(nnc4-c4ccncc4)C3)cccc2c1
  A: -15%	B: ?	C: 8	D: i	E: 4%	F: ·	G: 14%

COc1ccc(Cc2ccc(NC(N)=O)cc2)cc1-c1cccc(Cl)c1
  A: ·	B: ·	C: -15	D: i	E: -22%	F: ·	G: -9%

CCc1ccccc1NC(=O)c1ccc(F)c(S(=O)(=O)NC2CCCCCC2)c1
  A: ·	B: ·	C: 15	D: ·	E: 0%	F: ·	G: -8%

Cc1cccc(C)c1-c1nnc2ccc(C(=O)NC3CC3)cn12
  A: -24%[138 µM]	B: -10%[172 µM]	C: 0&-3	D: 4%	E: 5%[87.6 µM]	F: ·	G: 5%[87.6 µM]

CS(=O)(=O)N(C1CCOCC1)C1CN(C(=O)c2cc3ccccc3[nH]2)C1
  A: -17%	B: -3%	C: 9	D: -3%	E: 7%	F: -13%	G: 85%[activator]

CCN(CC)c1ccc2c(O)c(C=Nc3ccc(CC(=O)O)c(-c4c5c(nc6ccccc46)CCC(C(=O)NN)C5)c3)c(=O)oc2c1 (stereo not drawn)
  A: ·	B: ·	C: -8	D: i	E: ?	F: ·	G: ·

CCNC(=O)NC1(CCOC)CCN(Cc2cccc(C)c2)CC1
  A: -1%	B: -18%	C: 9	D: i	E: 3%	F: 5%	G: -15%

O=C(Nc1cccc2ccccc12)O[C@@H]1CO[C@H]2[C@@H]1OC[C@@H]2NCC1CCCCC1
  A: ?	B: 45µM*	C: -1	D: 0%[88.5 µM]	E: -28%[87.6 µM]	F: -9%[172 µM]	G: ?

CN1CCN([C@H]2CCN(c3ccnc4ccccc34)C[C@H]2CCC(=O)O)CC1
  A: 2%	B: i	C: 12	D: 0%[11.5 µM]	E: 6%	F: 4%	G: -13%

CCc1cccc(C)c1NC(=O)c1ccc2c(c1)CCN2S(=O)(=O)c1ccc(Cl)cc1
  A: ·	B: ·	C: 13	D: ·	E: 3%	F: ·	G: 0%

CC(/C=C/[C@]1(O)[C@@]2(C)CO[C@@]1(C)C[C@@H](O)C2)=C\C(=O)O[C@@H]1O[C@H](CO)[C@@H](O)[C@H](O)[C@H]1O
  A: ·	B: ·	C: 1	D: i	E: 7%[23.9 µM]	F: ·	G: ·

CCn1cc(-c2ccncc2)cc1C(=O)NCc1cccc(OC)c1
  A: ?	B: ?	C: -14	D: i	E: 0%	F: -7%	G: 22%

CCOc1ccc(S(=O)(=O)Nc2ccc(OC)c(Cl)c2)c2cccnc12
  A: ·	B: ·	C: -5	D: ·	E: -11%	F: ·	G: -11%

COCCc1nncn1C1CCN(S(=O)(=O)c2cccc(OC)c2)CC1
  A: -10%	B: -2%	C: 5	D: i	E: 8%	F: -8%	G: -15%

CC1CCC(NC(=O)C2(C)Cc3ccccc3C(=O)N2Cc2ccc(Cl)cc2)CC1 (stereo not drawn)
  A: ·	B: ·	C: 5	D: ·	E: -19%	F: ·	G: 4%

Cc1ccc(C)c(NC(c2ccccc2)c2nnc(-c3ccccc3F)o2)c1 (stereo not drawn)
  A: ·	B: ·	C: -6	D: ·	E: -10%	F: ·	G: ?

COc1ccc(-c2cc(N3CCCC(NC(=O)c4cc(OC)c(OC)c(OC)c4)C3)n[nH]2)cc1 (stereo not drawn)
  A: ?	B: ?	C: 1	D: ?	E: -8%	F: 6.3µM*	G: 61%[activator]

CCOC(=O)c1ccccc1NC(=O)c1cc2c(s1)-c1c(C)cccc1OC2
  A: ·	B: ·	C: 4	D: ·	E: 3%	F: ·	G: 8%

O=C(NCCc1ccccc1)C(=O)NCC(c1ccco1)S(=O)(=O)c1cccs1 (stereo not drawn)
  A: ·	B: ·	C: -1	D: ·	E: 0%	F: ·	G: 16%

CS(=O)(=O)c1ccc(OCC2(CNC(=O)c3cccc(F)c3)C[C@@H](O)[C@@H](O)C2)cc1 (stereo partly drawn)
  A: -7%	B: 1%	C: 13	D: i	E: 3%	F: -1%	G: 14%

COc1cc(-c2nc(-c3ccc4c(c3)[nH]c(=O)n4C)no2)cc(OC)c1OC
  A: ·	B: ·	C: -16	D: ·	E: -9%	F: ·	G: -10%

CCc1nnc(SC(CC)C(=O)Nc2cccc(OC)c2)c2cc3oc(C)cc3n12 (stereo not drawn)
  A: ·	B: ·	C: -4	D: ·	E: -19%	F: ·	G: -23%

COc1ccc2c(c1)CN(C1CC1)C(=O)CCN2C(=O)C1CCC1
  A: ?	B: -18%	C: 9	D: ·	E: ·	F: ·	G: ·

CC(Oc1ccc(F)cc1)C(=O)Nc1nc(-c2ccc(F)cc2)ns1 (stereo not drawn)
  A: ·	B: ·	C: 14	D: ·	E: -17%	F: ·	G: ?

COc1cc(NC(=O)c2cc(Cl)ccc2Cl)ccc1NC(=O)c1cc2ccccc2o1
  A: ·	B: ·	C: -4	D: ·	E: -7%	F: ·	G: -9%

COc1ccc(F)c(CN2CCCC(O)(CN3CCCNCC3)C2=O)c1 (stereo not drawn)
  A: 3%	B: -2%	C: 4	D: -8%	E: 14%	F: -1%	G: 4%

CC1=CC23[C@H](C=C(C(=O)O)[C@@H]2COC(=O)[C@]3(O)CO)[C@@H]1C (stereo partly drawn)
  A: ·	B: ·	C: 24	D: i	E: 3%	F: ·	G: ·

CN(c1ccccc1)S(=O)(=O)C1CCS(=O)(=O)C1 (stereo not drawn)
  A: i	B: 6%	C: -2	D: i	E: -5%	F: -13%	G: 12%

CN1CC(=O)N(C2CCCNCC2)Cc2c(NCCCN3CCCCC3)ncnc21 (stereo not drawn)
  A: i	B: 2%	C: -1	D: i	E: 5%	F: ·	G: -9%

CCNC(=O)CC1COCCN1C(=O)c1csc(-c2cccs2)n1 (stereo not drawn)
  A: -24%	B: -7%	C: 5	D: i	E: 15%	F: 1%	G: -4%

CCC(=O)N1CCC(Cc2ncc(C)n2C2CC2)C1 (stereo not drawn)
  A: -19%	B: -23%	C: 8	D: -2%	E: -2%	F: 1%	G: -6%

COc1cccc(-c2noc(C3CC(=O)N(c4ccc(F)cc4)C3)n2)c1OC (stereo not drawn)
  A: ·	B: ·	C: -3	D: ·	E: ?	F: ·	G: 56%[activator]

Cc1ccccc1NC(=O)CSc1nc2c(c(=O)n(C)c(=O)n2C)n1Cc1ccccc1F
  A: ·	B: ·	C: 9	D: ·	E: 1%	F: ·	G: -9%

COCCn1c(=O)[nH]c2cc(C(=O)N3CCN(c4ccc(F)cc4)CC3)ccc2c1=O
  A: ·	B: ·	C: -10	D: ·	E: 6%	F: ·	G: ?

COc1ccc(CNC(=O)Cc2c(C)c3c(cc(C)c4c(C)coc43)oc2=O)cc1
  A: ·	B: ·	C: -20	D: ·	E: 2%	F: ·	G: 55%[activator]

O=C(Nc1ccc(Cl)cc1)N1CCCC(C(=O)N2CCC(c3ccccc3)CC2)C1 (stereo not drawn)
  A: ?	B: ?	C: 2	D: -6%	E: -1%	F: ·	G: 17%

CCOc1ccc(-c2cc3nc(C4CCN(C(=O)OC(C)(C)C)CC4)c(C(=O)Nc4cccc(Cl)c4C)cn3n2)cc1
  A: ·	B: ·	C: 23	D: ·	E: -3%	F: ·	G: -6%

CCCn1c2ccccc2c2cnn(CC(=O)NCc3ccc(OC)cc3)c(=O)c21
  A: ·	B: ·	C: 12	D: ·	E: 9%	F: ·	G: -14%

Five entries picked at random from those above:
Assay codes – A = NIH3T3 tox; B = HEK293 tox; C = IP6K1 inhibitor; D = GPT2 inh; E = HEK293 viab; F = FLuc inh; G = SNCA expr inh
Cc1nnnn1CCC(=O)N[C@@H]1COCC[C@@H]1OCc1cscn1
  A: -14%	B: -6%	C: -3	D: -9%	E: 8%	F: 0%	G: -18%

CCc1ccccc1NC(=O)c1ccc(F)c(S(=O)(=O)NC2CCCCCC2)c1
  A: ·	B: ·	C: 15	D: ·	E: 0%	F: ·	G: -8%

CCCn1c2ccccc2c2cnn(CC(=O)NCc3ccc(OC)cc3)c(=O)c21
  A: ·	B: ·	C: 12	D: ·	E: 9%	F: ·	G: -14%

COc1cc(NC(=O)c2cc(Cl)ccc2Cl)ccc1NC(=O)c1cc2ccccc2o1
  A: ·	B: ·	C: -4	D: ·	E: -7%	F: ·	G: -9%

CCc1cccc(C)c1NC(=O)c1ccc2c(c1)CCN2S(=O)(=O)c1ccc(Cl)cc1
  A: ·	B: ·	C: 13	D: ·	E: 3%	F: ·	G: 0%

Screening results (PubChem BioAssay)
